# Screening results from PubChem.
# Siah-1 displacement: Siah-1 peptide-binding antagonists, primary screen, biochemical, fluorescence polarization, rhodamine-plectin, uHTS (AID 1817) | Siah-1 / rhodamine-plectin peptide fluorescence polarization; higher % means a stronger effect | displacement, % at 20 µM; hits with a dose series show IC50 in µM | 290,000 compounds, 0.02% hits;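 active = displacement of at least 50% at 20 µM, with a fluorescence ratio check between 0.3 and a set limit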;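 also: plate controls were Siah plus tracer with DMSO for no effect and tracer alone without Siah for full effect; strong numbers were not always called active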
# Lipid droplet: inhibitors of hepatocyte lipid droplet formation, primary screen, imaging, high-throughput imaging, BODIPY stain; AML12 mouse hepatocytes, oleate lipid droplets; inhibition, % at 6.5 µM; 240,000 compounds, 0.4% hits;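 active = lipid droplet intensity inhibited by at least 50%, with more than 500 cells counted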
#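 material = mouse AML12 hepatocyte cell line, fixed after treatment | also added = 100 µM oleic acid challenge | doses = compound at 6.5 µM only | schedule = overnight exposure | technique = Image-based BODIPY and DAPI two-channel analysis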
# M1AAP inhibition: P. falciparum M1AAP inhibitors, biochemical, fluorogenic H-Leu-NHMec substrate, 1536-well (AID 1445); inhibition, % at 30 µM, or IC50 in µM where a hit was titrated; recombinant M1AAP, H-Leu-NHMec fluorogenic kinetic assay; higher % means a stronger effect; 220,000 compounds, 0.42% hits; Aminopeptidase N (Plasmodium falciparum (isolate 3D7));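 active = primary inhibition above the hit cutoff, then over 50% inhibition at one or more dose response concentrations, cut at about 23% in these data, passing the limit was not always enough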;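 also: plate controls were DMSO full reaction for no effect and no enzyme background for full effect; strong numbers were not always called active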
# XIAP displacement: XIAP antagonists, biochemical, IAP family, fluorescence polarization (AID 1018). E3 ubiquitin-protein ligase XIAP (Homo sapiens). XIAP BIR domain, fluorescence polarization peptide displacement; higher % means a stronger effect. one-dose displacement, % at 20 µM; IC50 in µM for titrated hits. 200,000 compounds, 0.007% hits; in the data active = displacement above about 50%; also: a part of the inactive calls stands beside numbers as strong as those of hits
# LYP phosphatase: inhibitors of LYP phosphatase, biochemical, fluorescence intensity, uHTS (AID 1779) | Tyrosine-protein phosphatase non-receptor type 22 (Homo sapiens) | recombinant LYP phosphatase, fluorescence intensity; higher % means a stronger effect | inhibition, % at 11.5 µM, or IC50 in µM where a hit was titrated | 290,000 compounds, 0.054% hits;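 also: plate controls were vehicle with enzyme for no effect and no enzyme for full effect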
# AID2073: inhibitors of Mint1-CaV2.2 protein interaction, biochemical, HTRF (AID 2073); 290,000 compounds, 0.19% hits; HTRF protein-protein interaction, Mint1-CaV2.2; higher % means a stronger effect; Voltage-dependent N-type calcium channel subunit alpha-1B (Homo sapiens); inhibition, % at 20 µM; hits with a dose series show IC50 in µM; in the data active = inhibition mostly above about 51%, no sharp cut-off; also: some results filed as inactive read as strong as hits
# P. falciparum M17LAP: P. falciparum M17LAP inhibitors, primary screen, biochemical, fluorogenic H-Leu-NHMec substrate, 1536-well (AID 1619); Leucine aminopeptidase (Plasmodium falciparum (isolate 3D7)); recombinant M17LAP, H-Leu-NHMec fluorogenic kinetic assay; higher % means a stronger effect; inhibition, % at 30 µM; hits with a dose series show IC50 in µM; 220,000 compounds, 0.38% hits;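 active = compound inhibiting the enzyme by more than half at any dose during confirmatory dose-response retesting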;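 also: plate controls were full reaction with DMSO carrier for no effect and no enzyme background for full effect; strong numbers were not always called active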
# CSM14.1 death rescue: rescue of cells from ER stress-induced death, primary screen, 384-well, CSM14.1, thapsigargin, ATP luminescence (AID 1222); CSM14.1 thapsigargin-induced death rescue, ATP luminescence; higher % means a stronger effect; one-dose cellular ATP content (survival), % at 20 µM; EC50 in µM for titrated hits; 190,000 tested, under 10 active;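 active = EC50 below 50 µM in the dose-response confirmation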;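 also: death triggered by thapsigargin at about 15 µM added after 2 h compound pretreatment; cell ATP read after overnight thapsigargin exposure of roughly 18 to 22 hours; normalized against plate controls of thapsigargin alone and 5% DMSO vehicle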
# NOD2 inhibition: NOD2 signaling inhibitors, cell-based, luminescence, uHTS, HEK293 (AID 1566); HEK293 NOD2/NF-kB luciferase reporter, luminescence; higher % means a stronger effect; inhibition, % at 4 µM, or EC50 in µM where a hit was titrated; 290,000 compounds, 0.63% hits; also: many of its hits are not listed in these tables
# Lipid droplet cells 6.5 µM: recorded beside Lipid droplet, whose call it bears; cell count; measured here: cell count, cytotoxicity flag;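 cells counted across two imaged fields per well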
# Starred values were filed as active, the others as inactive; i = inactive; . = not tested or not shown. Rule as the data show it, unless noted: active = inhibition above about 50%; inactive = the rest. These rows are one share of the data; the hit share may differ from the screen's.
nr	SMILES	Siah-1 displacement	Lipid droplet	Lipid droplet cells 6.5 µM	M1AAP inhibition	XIAP displacement	LYP phosphatase	AID2073	P. falciparum M17LAP	CSM14.1 death rescue	NOD2 inhibition
1	Clc1nc(Nc2ccccc2)nc(Nc2ccccc2)n1	0%	22	597	2%	-3.2%	1%	8%	-9%	2.0%	-15%
2	COc1cc(/C=C2\SC(c3ccc(C)cc3)=NC2=O)cc(OC)c1O	-2%	-5	619	20%	-5.5%	1%	6%	-3%	0.8%	-14%
3	CCCOC(=O)Nc1sc2c(c1C(=O)OCC)CCC2	0%	20	813	4%	-1.3%	8%	14%	5%	-1.5%	-3%
4	COC(=O)c1ccc(Cl)c(NC(C)=O)c1	1%	5	664	14%	-6.4%	-2%	-4%	4%	.	0%
5	O=C(COC(=O)c1cccs1)Nc1ccccc1C(F)(F)F	0%	15	721	1%	-0.3%	0%	24%	2%	-1.0%	3%
6	Cn1c(=O)c2c(-c3ccccc3)n(Cc3cccnc3)cc2n(C)c1=O	3%	.	.	9%	-1.1%	2%	-6%	15%	-2.0%	2%
7	CSc1nc2[nH]c3c(c2c2nnnn12)CCCC3	-1%	-11	672	7%	-4.1%	-3%	20%	-2%	-0.9%	-12%
8	COc1ccccc1CC(=O)Nc1ccc(-c2noc(COc3cccc(C)c3C)n2)cc1	-2%	.	.	-1%	-2.7%	0%	21%	-5%	-0.2%	-43%
9	COC(=O)[C@@H](NC(=O)N(C1CCCCC1)C1CCCCC1)C(C)C	3%	.	.	-1%	-3.2%	-4%	-6%	7%	6.0%	11%
10	COc1ccc(C(=O)NNC(=O)C(=O)NCc2ccccc2)cc1	6%	2	696	7%	-0.7%	-7%	0%	23%	-0.8%	17%
11	O=C(Nc1ccccc1[N+](=O)[O-])c1ccc(S(=O)(=O)N2CCCC2)cc1	16%	16	748	.	.	-2%	4%	.	.	5%
12	CC1=NN(/C(=N\c2nnc(C)s2)Nc2ccccc2)[C@H](c2ccc(C)cc2)S1	-6%	-6	770	2%	-5.1%	7%	-2%	7%	i	-9%
13	COc1ccc(-c2csc(Nc3ccc(C)cn3)n2)cc1OC	11%	2	751	8%	-4.7%	-1%	14%	0%	-0.7%	-25%
14	CN(C[C@H](Cc1ccccc1)N(C[C@H](Cc1cccc2ccccc12)N(CCc1ccccc1)N=O)N=O)N=O	6%	-1	719	3%	.	2%	9%	0%	.	12%
15	O=C(NC1CCS(=O)(=O)C1)Oc1ccccc1 (stereo not drawn)	-2%	6	763	4%	-2.2%	-6%	3%	-2%	-2.4%	8%
16	Clc1ccc(-c2cn(-c3ccc(Cl)cc3)c3[n+]2CCCCC3)cc1	11%	24	722	0%	.	-8%	-3%	-10%	.	15%
17	CSCCC(NS(=O)(=O)c1ccccc1F)C(=O)Nc1cccc(C)n1 (stereo not drawn)	-2%	-10	683	.	.	-11%	5%	.	.	19%
18	Cc1cc2nc(C3CCCN(C(=O)NCc4ccccc4)C3)[nH]c2cc1C (stereo not drawn)	0%	.	.	16%	-1.3%	5%	-5%	8%	1.5%	-53%
19	O=C(O)CSc1nnc(CNc2cccc(C(F)(F)F)c2)n1Cc1ccco1	-2%	.	.	3%	-5.0%	-4%	-20%	49µM*	0.5%	-10%
20	COc1cc(-c2n[nH]c(=S)n2-c2cc(C(F)(F)F)ccc2Cl)cc(OC)c1OC	4%	-11	564	5%	-0.1%	-6%	-17%	0%	0.7%	10%
21	COC(=O)c1ccc(CSc2nc(C)nc3sc(C)c(C)c23)o1	-4%	.	.	5%	0.3%	-1%	17%	-9%	1.0%	4%
22	CC(=O)N1c2ccc(S(=O)(=O)N3CCC(C(=O)Nc4cc(C)cc(C)c4)CC3)cc2CC1C (stereo not drawn)	0%	-16	732	.	.	-12%	-4%	.	.	15%
23	O=C(N/N=C/c1ccc(O)cc1O)/C(=C/c1ccccc1)CCO	3%	21	655	16%	-8.1%	-4%	17%	30%	8.6%	28%
24	CNc1c(NS(=O)(=O)c2ccc(Cl)s2)c(=O)oc2ccccc12	-4%	4	793	.	.	-5%	-4%	.	.	10%
25	CC(=O)N1CCCc2cc(S(=O)(=O)N3CCCC(C(=O)N4CCN(c5ccccc5)CC4)C3)ccc21 (stereo not drawn)	-6%	-2	746	.	.	-8%	-1%	.	.	47%
26	CC1CCN(S(=O)(=O)c2ccc3c(c2)N(CC(=O)NCCCN(Cc2ccccc2)C(C)C)C(=O)CO3)CC1	-3%	2	743	.	.	-8%	24%	.	.	-3%
27	Cn1c(N2CCOCC2)c(/C=N/OC(=O)c2ccc(F)cc2)c2ccccc21	0%	.	.	15%	-0.2%	-8%	24%	-6%	-1.5%	31%
28	OCC1(CCCc2ccccc2)CCN(C2CCC2)CC1	5%	-2	756	.	.	-8%	4%	.	.	-23%
29	CC(C)CN1CCN(Cc2ccc(CN3CCCCC3)s2)CC1CCO (stereo not drawn)	-7%	-14	678	4%	-8.4%	-6%	8%	-1%	-1.5%	5%
30	COc1ccccc1C(=O)O/N=C(\N)c1ccccn1	-1%	2	703	8%	.	-5%	12%	9%	.	-103%
31	CCCNC(=O)Nc1cc(C)on1	-6%	.	.	-7%	5.8%	-16%	4%	1%	-0.3%	21%
32	COc1ccc(OCCCON2C(=O)c3ccccc3C2=O)cc1	0%	11	744	7%	4.6%	-8%	-1%	1%	-0.7%	-9%
33	O=C(Nc1cccc(NC(=O)C2C3CC4OC(=O)C2C4C3)c1)c1ccccc1 (stereo not drawn)	-2%	-2	648	7%	-5.4%	-4%	-2%	5%	1.8%	-23%
34	Cc1ccc2cccc(Oc3ccc([N+](=O)[O-])cc3[N+](=O)[O-])c2n1	-3%	11	640	-2%	-20%	3%	4%	-19%	-0.8%	-10%
35	CC(C)c1ccccc1-n1c(SCC(=O)N2CCc3ccccc3C2)nc2ccccc2c1=O	-7%	-43	626	4%	-11%	4%	7%	-1%	0.6%	-23%
36	Cc1ccc(C(=O)N2CCc3cc4c(cc3C2C)OCCCO4)cc1 (stereo not drawn)	4%	3	644	.	.	-10%	12%	.	.	34%
37	CCC1CCCCN1C(=O)CSC1=NN2CCCC(=O)N=C2S1 (stereo not drawn)	-2%	-15	751	.	.	-9%	21%	.	.	1%
38	CN1CCN(C(=O)C2CCC(=O)N(Cc3cccc(C(F)(F)F)c3)C2)CC1 (stereo not drawn)	-7%	9	714	.	.	-7%	8%	.	.	9%
39	CCC(OCC(O)CN1CCCCC1)c1ccccc1 (stereo not drawn)	-1%	-1	773	.	.	-8%	-1%	.	.	10%
40	C/C(=C\C(=O)c1ccccc1)Nc1ccc(O)cc1	6%	0	757	3%	-2.1%	-3%	-48%	3%	-0.9%	-59%
41	CN1CCN(S(=O)(=O)c2ccc(NC(=S)NC(=O)c3ccc(Cl)cc3)cc2)CC1	-5%	.	.	1%	-1.4%	-7%	1%	-4%	0.1%	-27%
42	COc1ccccc1C(=O)NNC(=O)c1ccc(NS(=O)(=O)c2cccs2)cc1	0%	-4	853	.	.	-8%	2%	.	.	2%
43	COc1cc(CNC2CCCC2)cc(OC)c1OC	4%	4	728	-2%	-0.6%	0%	4%	-9%	5.2%	12%
44	Cc1ccc(NS(=O)(=O)c2cccc3nsnc23)cc1	-5%	-4	760	1%	.	-3%	-8%	3%	.	-5%
45	CCOC(=O)c1c(C)n(CC)c2c1cc(O)c1ccccc12	1%	-1	824	.	.	-2%	22%	.	.	16%
46	O=C(Nc1ccon1)Nc1ccccc1C(F)(F)F	5%	-2	794	.	.	-8%	2%	.	.	3%
47	CCOc1ccc(S(=O)(=O)N2CCCC(C(=O)Nc3cc(C)cc(C)c3)C2)cc1 (stereo not drawn)	3%	0	758	.	.	-3%	0%	.	.	-9%
48	CCOC(=O)c1c(S(=O)(=O)NCC(=O)Nc2cccc(F)c2)c(C)n(C)c1C	-7%	-14	726	.	.	-9%	-8%	.	.	3%
49	CCn1c(-c2ccccc2)csc1=Nc1ccc(S(=O)(=O)O)cc1	11%	1	633	12%	-3.4%	-7%	0%	3%	-1.9%	7%
50	COc1ccc(Cc2nnc(NC(=O)c3ccccc3F)s2)cc1OC	73%	2	839	.	.	67%*	69%	.	.	23%
51	Cc1nn(CCC(=O)O)c2nc(-c3cccnc3)cc(C(F)(F)F)c12	4%	.	.	3%	3.4%	-10%	13%	-122%	1.5%	7%
52	CN(C)CC(C)(C)CNS(=O)(=O)CC12CCC(CC1=O)C2(C)C (stereo not drawn)	2%	-5	804	13%	-7.3%	-2%	0%	-10%	0.5%	22%
53	Oc1c(C=NCc2ccncc2)sc2ccccc12	-1%	-6	751	4%	-7.5%	0%	-22%	-1%	0.4%	-38%
54	O=C(Cc1cccs1)N1CCN(c2cccc(Cl)c2)CC1	-3%	-9	764	9%	-1.5%	4%	19%	5%	0.6%	-3%
55	O=C(Cn1ccc([N+](=O)[O-])n1)c1ccccc1	6%	-23	679	10%	-6.1%	-9%	-9%	-5%	0.0%	-3%
56	Cc1c(NC(=O)COc2ncnc3ccccc23)c(=O)n(-c2ccccc2)n1C	0%	.	.	2%	-1.9%	-2%	1%	28%	-0.6%	7%
57	CN(C)c1cccc(C(=O)OC(C(=O)Nc2ccc(Cl)cc2C(F)(F)F)c2ccccc2)c1 (stereo not drawn)	-4%	-19	533	10%	-2.3%	-1%	8%	4%	-2.4%	2%
58	CCc1nnc(NCn2nc(C)cc2C)s1	14%	31	717	6%	-0.6%	-4%	-1%	6%	-2.9%	9%
59	O=C(Nc1ccc2c(c1)OCO2)Nc1ccc2c(c1)OCO2	7%	5	659	-2%	-4.2%	-8%	20%	0%	-1.3%	-106%
60	Cc1c(Br)cc(C(=O)N2CCCC2)c(C)c1C	-6%	-11	623	2%	-7.6%	-6%	-3%	7%	-1.3%	14%

# Complete entries from above. Screens in order: Siah-1 displacement | Lipid droplet | Lipid droplet cells 6.5 µM | M1AAP inhibition | XIAP displacement | LYP phosphatase | AID2073 | P. falciparum M17LAP | CSM14.1 death rescue | NOD2 inhibition
# CN(C)c1cccc(C(=O)OC(C(=O)Nc2ccc(Cl)cc2C(F)(F)F)c2ccccc2)c1 (stereo not drawn) across the screens: -4% | -19 | 533 | 10% | -2.3% | -1% | 8% | 4% | -2.4% | 2%
# O=C(Cn1ccc([N+](=O)[O-])n1)c1ccccc1 across the screens: 6% | -23 | 679 | 10% | -6.1% | -9% | -9% | -5% | 0.0% | -3%
